proKLK7 act: proKLK7 zymogen activators, primary screen, biochemical, fluorescence intensity; purified proKLK7, EDANS-DABCYL substrate fluorescence; 100% is mature enzyme control, 0% vehicle; hit rate 0.9% among 370,000; activation, % at 7 µM; Kallikrein-7 (Homo sapiens), P49862;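 active = activation above the mean of all tested compounds plus 3 SD, computed per campaign excluding outliers beyond control limits, cut at about 13% in these data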
Target sequence (P49862 whole entry, looked up): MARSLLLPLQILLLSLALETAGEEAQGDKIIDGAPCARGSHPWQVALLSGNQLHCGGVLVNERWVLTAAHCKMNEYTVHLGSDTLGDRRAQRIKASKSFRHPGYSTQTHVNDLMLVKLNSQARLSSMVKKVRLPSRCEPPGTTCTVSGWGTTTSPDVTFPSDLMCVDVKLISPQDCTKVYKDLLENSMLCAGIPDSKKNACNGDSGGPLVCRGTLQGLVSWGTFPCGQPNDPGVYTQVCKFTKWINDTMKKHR
NPR1 activator: GC-A stimulated cGMP production enhancers – HEK293 GC-A cells, cGMP TR-FRET, EC30 ANP, primary screen; Atrial natriuretic peptide receptor 1 (Homo sapiens), P16066; 0% at EC30 ANP, 100% saturating ANP; activation, % at 10 µM; hit rate 0.14% among 370,000; AID 1671463, 2021; in the data active = activation above about 40%
sPLA2-III inh: human group III sPLA2 inhibitors, primary screen, biochemical, QFRET, BODIPY PC-A2 liposome substrate | Group 3 secretory phospholipase A2 (Homo sapiens), Q9NZ20 | hit rate 0.56% among 370,000 | inhibition, % at 12.2 µM | AID 743126, 2013 | QFRET BODIPY PC-A2 liposome hydrolysis, fluorescence;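 active = inhibition above mean plus 3 SD of compounds lying within the high and low control bounds, cut at about 19% in these data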;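 note: 0% = median of test compound wells and 100% = no enzyme DMSO wells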
Target sequence (Q9NZ20 whole entry, looked up): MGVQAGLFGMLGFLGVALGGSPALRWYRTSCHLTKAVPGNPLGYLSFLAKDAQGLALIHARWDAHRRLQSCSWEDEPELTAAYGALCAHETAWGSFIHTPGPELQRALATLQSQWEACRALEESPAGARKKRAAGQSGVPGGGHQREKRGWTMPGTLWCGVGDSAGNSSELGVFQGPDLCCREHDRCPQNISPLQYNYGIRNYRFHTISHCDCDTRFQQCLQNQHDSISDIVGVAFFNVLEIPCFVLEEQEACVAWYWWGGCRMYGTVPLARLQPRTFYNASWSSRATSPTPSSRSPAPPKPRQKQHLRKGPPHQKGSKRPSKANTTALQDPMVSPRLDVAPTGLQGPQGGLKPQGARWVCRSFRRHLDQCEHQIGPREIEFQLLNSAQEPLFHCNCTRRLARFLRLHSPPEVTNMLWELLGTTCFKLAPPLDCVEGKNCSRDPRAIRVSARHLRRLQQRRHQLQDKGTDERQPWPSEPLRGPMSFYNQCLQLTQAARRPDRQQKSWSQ
ADAM10 inh: human ADAM10 inhibitors, primary screen, biochemical, QFRET, HTS. recombinant ADAM10, EDANS/DABCYL FRET peptide cleavage, 3 h. inhibition, % at 7 µM. hit rate 0.62% among 370,000;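 active = inhibition above a per-campaign cutoff equal to the mean of compounds falling between control-based bounds plus 3 SD, cut at about 20% in these data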;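 note: 0% = DMSO wells while the 100% control is not disclosed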
rCAG binder: binders of r(CAG) RNA repeats, primary screen, biochemical, fluorescence; inhibition, % at 3 µM; r(CAG) RNA repeat, TO-PRO-1 dye displacement fluorescence; AID 651821, 2012; hit rate 1.3% among 370,000;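 active = inhibition above the plate cutoff, the mean of all test compounds on that plate plus 3 SD, cut at about 35% in these data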;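 note: 0% = DMSO alone and 100% = 100 µM mitoxantrone as full dye displacement; higher means more dye released from RNA so lower well fluorescence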
ASAP1 inh: inhibitors of human ASAP1 ArfGAP activity, primary screen, biochemical, fluorescence polarization. Arf-GAP with SH3 domain, ANK repeat and PH domain-containing protein 1 (Homo sapiens), …. hit rate 0.19% among 360,000. ASAP1-stimulated ARF1 GTP hydrolysis, GDP FP detection. inhibition, % at 16.5 µM. AID 624377, 2012; in the data active = inhibition above about 25%;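 note: 0% = vehicle with enzyme and substrate and 100% = no enzyme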
ARFGAP1 inhibitor: inhibitors of rat ARFGAP1 GAP activity, primary screen, biochemical, fluorescence polarization, GDP tracer. ADP-ribosylation factor GTPase-activating protein 1 (Rattus norvegicus), Q62848. Arfgap1-stimulated ARF1 GTP hydrolysis, GDP FP detection. inhibition, % at 16.5 µM. hit rate 0.26% among 360,000. AID 651572, 2012;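 active = inhibition above a per-plate limit, mean inhibition of low control wells plus 3 SD, cut at about 25% in these data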;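 note: 0% = DMSO wells with enzyme and 100% = wells lacking Arfgap1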
Target sequence (Q62848 1-136 limits assumed): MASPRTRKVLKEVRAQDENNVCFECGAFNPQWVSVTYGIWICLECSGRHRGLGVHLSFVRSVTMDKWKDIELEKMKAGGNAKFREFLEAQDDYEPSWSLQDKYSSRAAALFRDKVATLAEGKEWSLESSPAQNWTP
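System: truncated rat Arfgap1 GAP domain / Benchmarks: high control wells lacking Arfgap1, low control full reaction with DMSO / Times: compound-enzyme preincubation 20 min, reaction 120 min, detection 60 min, 25 °C / Repeats: one replicate per compound / Also added: human ARF1(Δ1-17)-GTP substrate / Measured by: Tracer-displacement fluorescence polarization with EDTA stop, 620/688 nm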
GC-B act: human GC-B receptor activators, primary screen, HEK293 GC-B cells, cGMP TR-FRET, EC30 CNP; 0% at EC30 CNP, 100% saturating CNP; AID 1920062, 2024; hit rate 0.11% among 370,000; activation, % at 10 µM; Atrial natriuretic peptide receptor 2 (Homo sapiens), P20594;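 active = activation at 10 µM reaching about 35% in either raw or pattern-adjusted values, limit read from the data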
GAA850 FXN act: FXN promoter activators, primary screen, cell-based, luciferase luminescence, HEK293 lucGAA850; HEK293 lucGAA850 FXN promoter luciferase reporter, 24 h; percent of 10 µM SAHA response; activation, % at 6 µM; hit rate 0.56% among 360,000; AID 540364, 2011;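 active = activation above the average of all compounds screened plus 3 SD, cutoff fixed separately per campaign, cut at about 7.5% in these data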;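 note: 0% = DMSO wells and 100% = 10 µM SAHA wells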
DDE Tn6 FP inh: inhibitors of Tn6 peptide binding to fibrin DD(E), primary screen, biochemical, fluorescence polarization, human fibrin, Tn6 probe | Fibrinogen beta chain (Homo sapiens), P02675 | Fibrin DD(E) TRITC-Tn6 fluorescence polarization displacement | inhibition, % at 8.3 µM | hit rate 0.21% among 370,000 | AID 720509, 2013;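 active = inhibition above a per-campaign cutoff: mean of compounds within control limits plus 3 SD, cut at about 15% in these data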;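 note: 0% = median of all compound wells on the plate and 100% = blocking peptide control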
* hit, by the source's call; i = inactive; . = not tested or not shown.

SMILES	proKLK7 act	NPR1 activator	sPLA2-III inh	ADAM10 inh	rCAG binder	ASAP1 inh	ARFGAP1 inhibitor	GC-B act	GAA850 FXN act	DDE Tn6 FP inh
Cc1ccc2nc(SCC(=O)N3CCCCCC3)nc(=O)n2c1	-0.6	0	-1	-22	0	44*	62*	0	1.0	6
Cc1c(S(=O)(=O)Nc2ccc(Br)cc2)c(=O)n(C)c(=O)n1C	0.2	0	-7	-8	0	3	-7	-1	-0.4	2
Cc1onc(-c2ccccc2)c1-c1ccc(S(N)(=O)=O)cc1	-0.1	-2	-3	1	2	3	6	-4	0.8	3
C[C@H]1[C@@H]2C[C@@]3(O[C@H](c4ccc(C(F)(F)F)cc4)N=C3C[C@@H]1c1ccccc1)N(Cc1ccncc1)C2=O	-0.1	3	2	-7	1	6	6	-3	.	-1
S=c1nccc(-c2cc(Cl)sc2Cl)[nH]1	-0.7	-7	0	4	2	7	4	-29	1.0	9
Clc1ccc(OCCn2ccnc2)c2ccccc12	-0.1	-5	-19	6	-4	-6	17	-2	0.7	-1
C=CCn1c(O)c(N=NC(=O)CNC(=O)c2ccncc2)c2ccccc21	0.6	-7	4	3	0	-7	10	-6	1.8	1
COc1ccc(NC(=O)COC(=O)Cn2cnc3ccccc3c2=O)cc1OC	0.0	6	-1	3	2	-5	0	-5	-0.2	9

Compound profiles (already shown):
Shown for `COc1ccc(NC(=O)COC(=O)Cn2cnc3ccccc3c2=O)cc1OC` : proKLK7 act = 0.0; NPR1 activator = 6; sPLA2-III inh = -1; ADAM10 inh = 3; rCAG binder = 2; ASAP1 inh = -5; ARFGAP1 inhibitor = 0; GC-B act = -5; GAA850 FXN act = -0.2; DDE Tn6 FP inh = 9
Shown for `C[C@H]1[C@@H]2C[C@@]3(O[C@H](c4ccc(C(F)(F)F)cc4)N=C3C[C@@H]1c1ccccc1)N(Cc1ccncc1)C2=O` : proKLK7 act = -0.1; NPR1 activator = 3; sPLA2-III inh = 2; ADAM10 inh = -7; rCAG binder = 1; ASAP1 inh = 6; ARFGAP1 inhibitor = 6; GC-B act = -3; GAA850 FXN act = .; DDE Tn6 FP inh = -1

Next part
SMILES	proKLK7 act	NPR1 activator	sPLA2-III inh	ADAM10 inh	rCAG binder	ASAP1 inh	ARFGAP1 inhibitor	GC-B act	GAA850 FXN act	DDE Tn6 FP inh
CCCC(C(=O)Nc1ccc(S(=O)(=O)Nc2nccs2)cc1)c1ccccc1 (stereo not drawn)	0.7	3	-45	-9	49*	3	14	-2	0.6	-5
Cc1ccc(S(=O)(=O)Cc2ccc(C(=O)N3CCCCC3C)cc2)cc1 (stereo not drawn)	0.4	-2	3	-3	-3	-4	14	3	-1.6	-11
c1csc(Cn2c(-c3cccs3)nc3ccccc32)c1	0.1	7	-6	-195	-1	-7	6	6	7.1	7
COc1ccc(-c2nc(NC(=O)c3[nH]c(C)c(C(C)=O)c3C)sc2C)cc1	-0.4	4	-6	-10	7	8	6	-1	-2.7	-9
CCOc1ccc(NC(=O)N2CCN(Cc3ccc4c(c3)OCO4)CC2)cc1	0.6	4	5	2	-9	-4	-3	1	-0.1	4
CSCCC(NC(=O)c1ccco1)C(=O)N1CCC(C(N)=O)CC1 (stereo not drawn)	0.4	1	10	-8	-3	5	6	1	0.5	-3
CCCCNC(=O)CN(c1cccc(F)c1)S(C)(=O)=O	0.1	-2	1	1	-4	-13	-6	0	-1.5	3
COC(=O)[C@]12CCCCC=C1N(Cc1ccc(Cl)cc1Cl)C(=O)[C@H](CC(=O)NCc1cccc3ccccc13)C2	-0.6	-1	-11	5	13	-1	4	3	.	1
COC(=O)c1cccc(Nc2ncnc3sccc23)c1	0.6	3	-4	-1	1	-18	3	-5	0.8	1
CC(C)Oc1ccccc1OCCCOc1cccc2cccnc12	-1.2	-5	-8	5	-10	-3	14	-2	-1.0	0
CC1(C(=O)O)CCN1C(=O)c1ccccc1F (stereo not drawn)	-0.5	1	14	-10	2	4	-7	-1	-1.9	-2
NNC(=O)CN1CCN(c2ncc(C(F)(F)F)cc2Cl)CC1	0.2	3	-2	1	-5	6	3	5	1.5	-2
CCCCCCCCN1C(=O)[C@H](CC(=O)NCCCCc2ccccc2)C[C@@]2(C(=O)OCC)CCCC=C12	0.2	-5	7	1	7	10	18	4	.	3
CC(/C=N/n1c(-c2ccco2)n[nH]c1=S)=C\c1ccco1	0.9	-3	5	1	10	14	-7	1	3.0	-2
COc1ccc(CCNC(=O)C2(C)CCC(=O)N2Cc2ccc(F)cc2Cl)cc1OC (stereo not drawn)	-0.5	1	14	-13	-5	-8	13	-2	0.4	-11
COC(=O)C1CCN(C(=O)Cc2ccccc2OC)CC1	0.4	-1	1	-14	-2	1	3	-1	-0.1	0
O=[N+]([O-])c1ccc(N/N=C/c2c[nH]c3ccccc23)c(S(=O)(=O)Nc2ccc(Cl)cc2)c1	0.2	-1	1	2	6	19	1	-5	0.2	6
CC(=O)c1c(C)[nH]c(C(=O)COC(=O)Cc2ccccc2F)c1C	0.4	-1	-4	2	5	13	-2	3	0.5	1
Nc1nsnc1C(=O)NCCO	1.6	-1	3	-45	1	-1	-9	-2	1.9	7
CCC1CCCCN1C(=O)c1ccc(OC2CCN(C(=O)C3CC3)CC2)cc1 (stereo not drawn)	0.6	-2	3	4	-10	-7	-1	5	2.8	-6
COc1ccc(NC(C)=O)cc1NS(=O)(=O)c1ccc2c(c1)OCCO2	-0.1	-2	3	-4	0	0	12	5	0.4	3
CCc1cc2c(nc1CC)CCCN2Cc1ccccc1C(F)(F)F	-1.9	5	10	-156	5	4	1	7	.	-4
O=C(Nc1cccc(-c2cscn2)c1)C1CCN(Cc2ccccn2)CC1	0.0	1	-7	-4	1	4	7	6	0.3	-1
CC1CCN(N=Nc2nc3c([nH]2)c(=O)n(C)c(=O)n3C)CC1	0.5	4	0	12	0	-14	-1	-2	1.7	-3
COc1ccc(C(=O)N2CCN(C)C(=O)[C@@H]2C)cc1OC1CCN(C(C)=O)CC1	0.7	4	2	2	2	-2	10	2	-1.1	-1
COC(=O)c1cc(OC)c(OC)c(OC)c1N	1.1	4	7	-57	-2	10	-6	4	0.4	0
O=C(O)c1cc(NS(=O)(=O)c2ccc(NC3CCCCC3)c([N+](=O)[O-])c2)cc(C(=O)O)c1	0.7	-2	4	-3	13	0	2	-2	0.7	0
COc1ccc(Br)cc1/C=C/C(=O)OCC(=O)NCCc1ccc(S(N)(=O)=O)cc1	-2.1	-5	0	-126	6	1	18	-8	-1.1	-3
Cc1ccccc1N1CCN(C2CCCN(C(=O)CCC(F)(F)F)C2)CC1 (stereo not drawn)	0.2	4	3	4	-10	9	1	2	-0.9	-4
CCN1CCN(CCCNC(=O)c2cc3c(=O)[nH]c4ccccc4c3s2)CC1	11	10	-3	i	3	9	-5	-5	2.9	1
C/C=C/c1ccc(OCCN2C(=O)NC(C)(C)C2=O)c(OC)c1	0.2	2	-6	3	0	-9	-8	4	-0.9	7
Cc1ccc(/C=N/NC(=O)C(NC(=O)c2ccccc2)c2n[nH]c(=O)c3ccccc23)cc1 (stereo not drawn)	-0.2	-2	-37	14	3	-8	5	1	3.0	-7
Cc1cc(C)c(C)c(S(=O)(=O)N2CCC(C(=O)N3CC(C)CC(C)C3)CC2)c1C (stereo not drawn)	0.6	2	0	-12	-5	4	-6	5	0.6	9
Cc1onc(-c2c(Cl)cccc2Cl)c1/C(N)=N/OC(=O)C1CC1	0.6	-6	-3	2	-2	-4	0	-7	1.3	-4
Cc1cc(NC(=O)/C=C/C(=O)N(CC(=O)NC2CCCC2)c2cccc3ccccc23)no1	0.0	3	7	-7	1	7	9	2	1.1	-5
CC#CC(=O)N1CCC(C(=O)Nc2ccc(Oc3ccccc3)nc2)CC1	0.6	-2	-10	7	3	-11	-4	-3	0.4	7
Cc1cc(C)c(C)c(OCCOCCN2CCN(C)CC2)c1	-0.9	1	13	-9	-5	-4	6	0	1.7	10
O=C1CC(Cc2ccc(Cl)cc2)C(=O)N1c1ccncc1 (stereo not drawn)	-0.1	10	6	3	1	-6	-17	-7	1.5	5
O=C(Nc1cccc(C(=O)O)c1)/C(=C/c1ccccc1)NC(=O)c1cccc(Br)c1	0.3	1	3	1	19	-8	-2	8	-1.0	-1
O=C(c1ccc(NC2=NC3CS(=O)(=O)CC3S2)cc1)N1CCN(c2ccc([N+](=O)[O-])cc2)CC1 (stereo not drawn)	0.4	1	-6	9	15	6	10	1	0.6	-2
Cc1cccc(-c2nnc(NC(=O)c3ccco3)s2)c1	0.1	-2	7	0	6	-4	6	-2	4.2	2
Cc1ccc(CNCCCSc2nc(C)cc(C)n2)cc1	-0.2	-11	-7	10	3	10	-4	-3	1.8	3
Cc1ccc(-n2nc3c(=O)n(CC(=O)NC4CCCCCC4)nc(C)c3c2C)cc1	0.4	1	4	-2	-3	1	5	0	0.8	-2
CC1CCN(C(=O)N[C@@H](Cc2ccccc2)C(=O)O)CC1	0.0	-3	2	-7	-1	9	-2	-1	1.1	2
CC(c1nccs1)N(C)C(=O)c1cn(Cc2cccc3ccccc23)nn1 (stereo not drawn)	-0.7	5	-5	4	-7	10	-1	4	2.1	-1
CC(O)C(=O)N/N=C/c1cccc2ccccc12 (stereo not drawn)	0.1	-2	5	3	6	12	-3	-6	1.3	3
CCOC(=O)c1ccc(NC(=O)NCc2ccccc2OC)cc1	0.1	1	-19	0	-1	4	0	-3	-0.7	5
CC[C@]12c3[nH]c4ccccc4c3CCN1C(=O)C(CC(=O)NCc1ccc(OC)c(OC)c1)C[C@@H]2C(=O)N1CCN(C(=O)C2CC2)CC1 (stereo partly drawn)	1.2	1	1	-24	1	-8	6	-1	-1.6	0
Cc1cc(NC(=O)COC(=O)c2ccccc2S(=O)(=O)N(C)c2ccccc2)no1	-0.5	1	-15	0	-2	-1	-10	8	-9.2	-5
Cc1ccc(SCc2ccc(C(=O)Nc3nccs3)o2)cc1	0.0	-1	-6	-2	-1	-12	14	2	2.7	3
COc1cc(/C=N/NC(=S)Nc2cccc(C(=O)O)c2)ccc1O	-2.2	-1	7	-31	3	2	14	0	4.4	-3
CCCCOc1nc(N2CCOCC2)nc(C)c1[N+](=O)[O-]	-0.6	-1	0	6	-6	2	10	-11	1.2	-2
CC1(C)C2CCC1(CS(=O)(=O)NCc1ccc(S(N)(=O)=O)cc1)C(=O)C2 (stereo not drawn)	0.5	5	3	-1	3	7	4	1	1.5	8

Source: PubChem BioAssay (several laboratories)
